Screening results as filed in PubChem BioAssay.
RGS4 pot: RGS4 potentiators or activators, primary screen, cell-based, HEK293 M3R inducible RGS4, calcium flux; carbachol calcium flux Fluo4; hits give low values; B-score at 10 µM; 0.92% of 310,000 active; AID 463111, 2010;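 active means B-score of the integrated calcium signal more than 4 SD below the library mean, with starting fluorescence not abnormally high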;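 further: negative B-score means reduced calcium response which marks RGS4 activation or potentiation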
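Reagent: ECmax carbachol challenge; Test system: M3R-expressing HEK293 line, RGS4 induced by doxycycline; Schedule: overnight RGS4 induction, 30 min dye load 37 °C, 20 min compound RT; Detection: calcium dye Fluo4 fluorescence; Read-out: Agonist-evoked peak-minus-minimum fluorescence over baseline, integrated ratio, B score.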
TMEM16A act: TMEM16A chloride channel activators or potentiators, primary screen, cell-based, HTS; Anoctamin-1 (Mus musculus), Q8BHY3; 0.3% of 340,000 active; B-score at 10 µM; AID 623877, 2012; HEK293 TMEM16A/YFP-H148Q/I152L, iodide quench fluorescence; hits give low values;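 active means fluorescence-ratio B-score plate-corrected deviation score at least 3 library SD below zero, with starting fluorescence score within 5 deviations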;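 further: channel opened by trigger with iodide after compound preincubation; score built on the fluorescence ratio of max minus min over baseline; more negative score means more quench and so TMEM16A activation or potentiation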
TMEM16A inh: TMEM16A chloride channel inhibitors, primary screen, cell-based, HTS; Anoctamin-1 (Mus musculus), Q8BHY3; HEK293 TMEM16A/YFP iodide influx fluorescence, ionomycin; normalized B-score (activity score, 25-100; higher = stronger inhibition) at 10 µM; 1.2% of 310,000 active;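 active means ratio plate-corrected score three or more library SD toward inhibition, starting fluorescence score within five deviations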;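 further: score derived from kinetic fluorescence span divided by baseline fluorescence per well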
KCNK3 block: human KCNK3 channel inhibitors, primary screen, CHO cells, FluxOR thallium flux, B-score; AID 602410, 2012; FluxOR fluorescence; hits give low values; B-score at 10 µM; Potassium channel subfamily K member 3 (Homo sapiens), O14649; 0.84% of 340,000 active;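 active means B-score under library mean minus 4 SD, starting fluorescence ratio at most library mean plus 5 SD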;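 further: more negative B-score means stronger inhibition of thallium flux through KCNK3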
KCNQ1 inh: inhibitors of human KCNQ1 channel, primary screen, cell-based, thallium flux, high-throughput. Potassium voltage-gated channel subfamily KQT member 1 (Homo sapiens), P51787. CHO-K1 KCNQ1, FluxOR thallium flux fluorescence; hits give high values. B-score at 10 µM. 1.3% of 310,000 active. AID 2642, 2010;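 active means compounds whose thallium flux B-score, printed positive for inhibition, exceeds three library SD while starting fluorescence stays within three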;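 further: channel opened by potassium depolarization with thallium stimulus after 20 min compound exposure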
hERG rescue: hERG rescue from dofetilide block, primary screen, cell-based, CHO-hERG, FluxOR thallium flux, dofetilide IC70 | dofetilide IC70 present | 0.51% of 310,000 active | AID 1511, 2009 | activation (rescue from dofetilide block), less the hit threshold, % at 10 µM;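 active means activation above the mean of controls blocked by dofetilide plus 5 SD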;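 further: thallium influx through hERG after potassium depolarization seen as dye fluorescence rise; in these data hits start at about 4.7%; inactives centre near -7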
Target sequence (Q12809 whole entry, looked up): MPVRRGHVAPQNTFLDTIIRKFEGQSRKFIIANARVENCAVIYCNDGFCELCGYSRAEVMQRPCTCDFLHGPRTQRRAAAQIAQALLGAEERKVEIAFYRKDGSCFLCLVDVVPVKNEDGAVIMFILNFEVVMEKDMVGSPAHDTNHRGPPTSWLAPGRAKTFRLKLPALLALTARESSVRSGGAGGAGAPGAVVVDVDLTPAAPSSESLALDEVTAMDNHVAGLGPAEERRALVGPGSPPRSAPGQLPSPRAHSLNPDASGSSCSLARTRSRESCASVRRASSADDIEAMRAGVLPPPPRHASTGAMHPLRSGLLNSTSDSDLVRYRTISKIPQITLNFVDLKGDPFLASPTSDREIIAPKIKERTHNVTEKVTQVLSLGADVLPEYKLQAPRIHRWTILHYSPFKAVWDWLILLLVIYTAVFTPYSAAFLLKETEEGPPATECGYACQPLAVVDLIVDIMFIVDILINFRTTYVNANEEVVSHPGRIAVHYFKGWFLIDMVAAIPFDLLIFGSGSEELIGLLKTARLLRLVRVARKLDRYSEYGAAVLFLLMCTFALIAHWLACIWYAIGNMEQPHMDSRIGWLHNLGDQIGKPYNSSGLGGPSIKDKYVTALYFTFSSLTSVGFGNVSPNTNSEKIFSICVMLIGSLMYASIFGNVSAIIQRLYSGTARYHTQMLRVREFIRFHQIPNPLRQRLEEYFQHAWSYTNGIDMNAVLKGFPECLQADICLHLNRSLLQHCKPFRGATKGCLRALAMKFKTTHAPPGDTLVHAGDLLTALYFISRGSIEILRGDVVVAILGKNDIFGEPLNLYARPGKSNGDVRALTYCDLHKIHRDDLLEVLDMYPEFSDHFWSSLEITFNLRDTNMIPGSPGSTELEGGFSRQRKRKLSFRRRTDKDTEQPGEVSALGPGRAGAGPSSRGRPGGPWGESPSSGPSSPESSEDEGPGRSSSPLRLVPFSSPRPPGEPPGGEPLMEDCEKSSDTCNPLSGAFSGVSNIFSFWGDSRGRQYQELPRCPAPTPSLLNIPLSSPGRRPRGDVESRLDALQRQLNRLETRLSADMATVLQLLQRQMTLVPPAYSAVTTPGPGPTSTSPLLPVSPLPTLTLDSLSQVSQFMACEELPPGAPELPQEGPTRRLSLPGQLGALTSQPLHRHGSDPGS
KCNQ1 act: potentiators or activators of KCNQ1 channel, primary screen, cell-based, thallium flux, high-throughput; Potassium voltage-gated channel subfamily KQT member 1 (Homo sapiens), P51787; B-score at 10 µM; AID 2648, 2010; CHO-K1 KCNQ1, thallium flux FluxOR fluorescence; hits give high values; 0.35% of 310,000 active;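 active means fluorescence ratio B-score, a plate-corrected score, at least three library SD, with initial intensity B-score within 5 SD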
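Medium – assay buffer, equal DMSO in all wells · Material – CHO-K1 cell line with stable KCNQ1 potassium channel expression · Signal – kinetic FluxOR thallium fluorescence, 10-s 1-Hz baseline, 110-s post-stimulus read · Compound – single concentration per compound, DMSO matched to controls · Schedule – 37 °C overnight plating, 90-min dark dye load, 20-min compound pretreatment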
KCNK9 inh: KCNK9 potassium channel inhibitors, primary screen, HEK293 cells, thallium flux. Potassium channel subfamily K member 9 (Homo sapiens), Q9NPC2. FluxOR thallium flux fluorescence; hits give low values. B-score at 10 µM. 1.2% of 310,000 active. AID 488922, 2010;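 active means ratio B-score over 3 SD below the library mean, with starting fluorescence within 5 SD of its mean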;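 further: negative B-score means less thallium flux so channel inhibition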
SKKanGAS inh: S. pyogenes SKKanGAS growth inhibitors in kanamycin, primary screen, streptokinase expression inhibitor project, SKKanGAS strain, BacTiter-Glo luminescence; 6 h; inhibition, % at 7.5 µM; 1.3% of 300,000 active; AID 1662, 2009;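 active means mean replicate score, as percent of positive control median, at least 50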;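 further: strain carries kanamycin resistance gene driven by streptokinase promoter and grows in 40 µg/ml kanamycin; loss of luminescence reflects streptokinase promoter inhibition or plain growth inhibition; 0% = median of DMSO wells and 100% = positive control at its reference dose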
HDAC3 inh: HDAC3 deacetylase inhibitors, primary screen, biochemical, fluorescence, cell-free homogeneous; 0.15% of 320,000 active; AID 2718, 2010; recombinant HDAC3, fluorogenic peptide/trypsin coupled; inhibition, % at 8.3 µM; Histone deacetylase 3 (Homo sapiens), O15379; in the data active means inhibition above about 26%, passing the limit was not always enough
RGS4 inh: RGS4 inhibitors, primary screen, cell-based, HEK293 M3R inducible RGS4, calcium flux. Fluo-4 calcium flux; hits give high values; triggered by carbachol at its EC20. B-score at 10 µM. 0.45% of 310,000 active. AID 463165, 2010;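 active means B-score, a plate-corrected calcium signal, over three deviations above library mean, with baseline fluorescence within five deviations of library mean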;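 further: RGS4 expression induced by doxycycline in cells with stable M3 receptor; B-score is computed from the integrated fluorescence ratio over baseline after carbachol; higher B-score means a larger calcium signal and so more RGS4 inhibition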
* hit, by the source's call; i = inactive; . = not tested or not shown.

Values in the order: RGS4 pot, TMEM16A act, TMEM16A inh, KCNK3 block, KCNQ1 inh, hERG rescue, KCNQ1 act, KCNK9 inh, SKKanGAS inh, HDAC3 inh, RGS4 inh
- CCCCCCCn1c(=N)n(CC(=O)c2ccco2)c2ccccc21
→ i, i, i, i, i, -15, i, i, 3, 2, i
- O=C(C1CCCCC1)N1CCc2ccccc21
→ i, i, i, i, i, -7, i, i, 0, -2, i
- Cc1cc(Cl)c(OCCN2C(=O)NC(C)(C)C2=O)c(Br)c1
→ i, i, i, i, i, -18, i, i, 0, 7, i
- C=CCn1c2ccccc2c(=O)c2cc(C#Cc3ccsc3)ccc21
→ i, ., i, ., i, 8.9*, i, i, -6, -7, i
- CC1(C)CC(=O)C(N=Nc2ccc(F)cc2)=C(O)C1
→ i, i, i, i, i, -4, i, i, -6, -1, i
- C=CCn1c(SCCNC(C)=O)nc2cc(-c3ccccc3)sc2c1=O
→ i, i, i, i, i, -4, i, i, 4, 4, i
- COc1ccccc1NC(=O)c1ccccc1-c1ccccc1C(=O)O
→ i, i, i, i, i, -7, i, i, -1, 2, i
- CCn1c(=O)c2c(nc(SCC(=O)NCC3CCCO3)n2C)n(C)c1=O (stereo not drawn)
→ i, i, i, i, i, -3, i, i, 1, 0, i
- O=C(COC(=O)c1ccc2c(c1Cl)C(=O)c1ccccc1C2=O)NC1CCCCC1
→ i, i, i, i, i, -7, i, i, -8, 1, i
- COc1cccc(CNC(=O)c2ccc(Cl)c(NC3=NC4CS(=O)(=O)CC4S3)c2)c1 (stereo not drawn)
→ i, i, i, i, i, -2, i, i, -1, -1, i
- O=C(OCC(=O)N1CCOCC1)c1ccccc1O
→ i, i, i, i, i, -4, i, i, 5, 2, i
- COc1ccc(NC(=O)CS(=O)c2ccc(Cl)c(Cl)c2)cc1 (stereo not drawn)
→ i, i, i, i, i, -10, i, i, -1, -1, i
- O=C(Nc1cc([N+](=O)[O-])ccc1N1CCOCC1)c1cccs1
→ i, i, i, i, i, -10, i, i, 0, 0, i
- CCOC(=O)c1nn(-c2ccc(C)cc2)c(=O)cc1OCC(=O)Nc1cccc(C)c1
→ i, i, i, i, i, -1, i, i, 39, ., i
- CCn1nnnc1SCC(=O)N1c2ccccc2CCc2ccccc21
→ i, i, i, i, i, -7, i, i, 4, 5, i
- CCOC(=O)Cn1c(CN2CCOCC2)nc2c1c(=O)[nH]c(=O)n2C
→ i, i, i, i, i, -7, i, i, -3, -10, i
- CCOC(=O)C1=C(C)N=C2SC(C)C(=O)N2C1c1ccccc1 (stereo not drawn)
→ i, i, i, i, i, -14, i, i, 0, -2, i
- O=C(CNC(=O)c1ccc(F)cc1)N/N=C/c1cc(Br)ccc1OC(=O)/C=C/c1ccco1
→ i, i, i, i, i, -12, i, i, 31, 4, i
- CS(=O)(=O)N1CCN(c2ccccc2NC(=O)CSc2nnc(-c3ccco3)o2)CC1
→ i, i, i, i, i, -9, i, i, -14, -8, i
- O=C1CC(N2CCN(c3ccccc3Cl)CC2)C(=O)N1c1ccc(F)cc1 (stereo not drawn)
→ i, i, i, i, i, 4, i, i, -7, -9, i
- O=C(N=Nc1c(O)[nH]c2ccccc12)c1cccc(S(=O)(=O)Nc2ccccc2Cl)c1
→ i, i, i, i, i, -2, i, i, 24, -4, i
- COc1ccccc1CNC(=O)C1CCC(CNS(=O)(=O)c2cccc3cccnc23)CC1 (stereo not drawn)
→ i, i, i, i, i, -5, i, i, 9, 3, i
- COc1ccc(C2C=C(c3ccc(C)cc3)Nc3ncnn32)cc1 (stereo not drawn)
→ i, i, ., i, i, -13, i, i, 15, ., i
- Cc1c(C)c2c(OCC(=O)NCC(O)c3ccccc3)cc3c(c2oc1=O)CCC(C)(C)O3 (stereo not drawn)
→ i, i, i, i, i, -5, i, i, 9, -2, i
- Cc1cccc(N2CC(O)(c3cccs3)[N+]3=C2CCCC3)c1 (stereo not drawn)
→ i, i, i, i, i, -6, i, i, 1, -10, i
- CC1(c2ccccc2)NC(=O)N(CC(=O)Nc2cc(Cl)ccc2N2CCOCC2)C1=O (stereo not drawn)
→ i, i, i, i, i, -19, i, i, -4, -6, i
- C=CCNc1ccc(C(=O)O)cc1
→ i, i, i, i, i, -10, i, i, -1, 1, i
- O=C(COc1ccccc1)N/N=C/c1ccc2c(c1)OCO2
→ i, i, i, i, i, -6, i, i, -4, 0, i
- COc1ccc(Nc2ncnc3c2c(C)c(C)n3CCO)cc1
→ i, i, i, i, i, -1, i, i, -2, 4, i
- Cc1nn2c(N3CCOCC3)c3c(nc2c1-c1ccccc1)CCCC3
→ i, i, i, i, i, -5, i, i, 0, 7, i

Taken from the entries so far for reference:
Values in the order: RGS4 pot, TMEM16A act, TMEM16A inh, KCNK3 block, KCNQ1 inh, hERG rescue, KCNQ1 act, KCNK9 inh, SKKanGAS inh, HDAC3 inh, RGS4 inh
- CCCCCCCn1c(=N)n(CC(=O)c2ccco2)c2ccccc21
→ i, i, i, i, i, -15, i, i, 3, 2, i
- O=C(C1CCCCC1)N1CCc2ccccc21
→ i, i, i, i, i, -7, i, i, 0, -2, i

More results follow:
Values in the order: RGS4 pot, TMEM16A act, TMEM16A inh, KCNK3 block, KCNQ1 inh, hERG rescue, KCNQ1 act, KCNK9 inh, SKKanGAS inh, HDAC3 inh, RGS4 inh
- CCCCn1c(=O)[nH]c(=O)c2c1nc(CN(C)Cc1cccc(OC)c1OC)n2CCC
→ i, i, i, i, i, -8, i, i, 0, 2, i
- COc1ccc(OC)c(-n2c(CN3CCC(C(N)=O)CC3)nc3ccccc3c2=O)c1
→ i, i, i, i, i, -12, i, i, ., 3, i
- CCOc1ccc(S(=O)(=O)N2CCN(C(=S)NCC3CCCO3)CC2)cc1 (stereo not drawn)
→ i, i, i, i, i, -4, i, i, -4, 5, i
- COc1cccc(NC(=O)CNC(=O)[C@@H]2Cc3ccccc3CN2C(=O)OC(C)(C)C)c1
→ i, i, i, i, i, -8, i, i, -2, 2, i
- CN1CCN(S(=O)(=O)c2ccc3c(c2)C(C)(C)C(=O)N3C)CC1
→ i, i, i, i, i, -10, i, i, -2, -5, i
- CN=C1S/C(=C\c2ccc(Cl)cc2)C(=O)N1C
→ i, i, i, i, i, -5, i, i, -5, 2, i
- CCOc1ccc(N2C(=O)C(CC(=O)Nc3ccccc3)N(Cc3ccccn3)C2=S)cc1 (stereo not drawn)
→ i, i, i, i, i, -9, i, i, 1, 4, i
- FC(F)C(F)(F)C(F)(F)C(F)(F)c1cc(-c2ccccc2)n[nH]1
→ i, i, 100*, i, i, -19, i, -7.8*, 12, 23, i
- Cc1ccc(S(=O)(=O)N2CCC(C(N)=O)CC2)cc1C(=O)NC1CCCCC1
→ i, i, i, i, i, -9, i, i, -3, 1, i
- c1cncc(-c2nnc(SCc3cccc4ccccc34)o2)c1
→ i, i, i, i, i, -17, i, i, -1, 7, i
- COc1ccccc1CN1CN(S(=O)(=O)c2ccccc2)c2nc3ccccc3nc21
→ i, i, i, i, i, -18, i, i, 50*, 5, i
- O=C(CN1CCC(C(=O)c2ccc3c(c2)OCCO3)CC1)NCc1ccc(F)cc1
→ i, i, i, i, i, -10, i, i, -4, 1, i
- CCCCNC(=O)Cn1nc(Cc2ccncc2)c2ccccc2c1=O
→ i, i, i, i, i, -4, i, i, 0, -2, i
- Cc1nn(C)c(C(=O)NN)c1Cl
→ i, i, i, i, i, -9, i, i, -12, -1, i
- CCOc1ccc(Cc2nnc(SCC(=O)Nc3c(C)cccc3C)[nH]c2=O)cc1
→ i, i, i, i, i, -9, i, i, -6, -1, i
- CC(=O)Nc1ccc(-c2cc(N)n(-c3ccccc3)n2)cc1
→ i, i, i, i, i, -17, i, i, -3, 8, i
- O=C(N=C1SC2CS(=O)(=O)CC2N1c1ccccc1F)C1CCCCC1 (stereo not drawn)
→ i, i, i, i, i, -4, i, i, -13, 0, i
- COc1cc(NC(=O)c2cccc(C)c2)c(OC)cc1NC(=O)CN1CCOCC1
→ i, i, i, i, i, -23, i, i, -3, 1, i
- CCOc1ccc(/C=N/n2nnnc2N)cc1OCC
→ i, i, i, i, i, -9, i, i, 1, -1, i
- COc1ccccc1NC(=O)Nc1nc(CC(=O)Nc2cccc(F)c2)cs1
→ i, i, i, i, i, -10, i, i, 33, 8, i
- Cc1cc(O)c(/C=N/Nc2ccc(F)cc2)c(=O)o1
→ i, i, i, i, i, 1, i, i, 7, 1, i
- CCN1CCCC1CNC(=O)c1ccc(CS(=O)(=O)c2ccccc2C)o1 (stereo not drawn)
→ i, i, i, i, i, -5, i, i, -4, 1, i
- Cc1ccc(/C=N/n2c(C)cc(C)c(C#N)c2=O)o1
→ i, i, i, i, i, -6, i, i, 0, 0, i
- O=c1c(-c2ccc(Br)cc2)coc2c(CN3CCOCC3)c(O)ccc12
→ i, i, i, i, i, -9, i, i, -8, -11, i
- CCOC(=O)c1c(NC(=O)CSc2nnc(-c3ccccc3)n2CC)sc(C(C)=O)c1C
→ i, i, i, i, i, -4, i, i, 12, 1, i
- Cc1cccc(-n2c(SCC(=O)Nc3nnc(C)s3)nnc2-c2ccoc2C)c1
→ i, i, i, -14*, i, -3, i, i, 4, -2, i
- CCN(CC(=O)NCc1ccc(F)cc1)C(=O)c1ccc(C(=O)c2ccccc2)cc1
→ i, i, i, i, i, -16, i, i, -13, -3, i
- O=C1CCCN1c1ccc(S(=O)(=O)Nc2cccnc2)cc1
→ i, i, i, i, i, -3, i, i, 1, -2, i
- Cc1c(Cl)cccc1NC(=S)NC1CCCC1
→ i, i, i, i, i, 2, i, i, 5, 1, i

An unsorted share of the library, and some 6.3% of all compounds hit somewhere here.
